Screening data from PubChem.
CHX counter: Cycloheximide Counterscreen for Small Molecule Inhibitors of Shiga Toxin; max response, %; cell reporter, cycloheximide protein synthesis inhibition counterscreen; 300,000 compounds, 12% hits; in the data active = max response mostly above about 13%, no sharp cut-off; inactive = mostly below about 14%; also: read at 38.3 µM for the half of the compounds with a filed dose; 0% is about no effect
Pf growth 48h: Primary qHTS for delayed death inhibitors of the malarial parasite plastid, 48 hour incubation | P. falciparum luciferase growth in erythrocytes, 48 h | 310,000 compounds, 5.9% hits | Potency, µM (top dose mostly 28.7 µM), for inactives: at the highest dose activity change, negative = inhibition, most hits filed as inhibitors | AID 504832, 2011; also: potency is read from the fitted curve at half-maximal effect; % is scaled to controls: 0 for no effect and ±100 for the full control effect
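Luminescence readout; reporter = integrated firefly luciferase in P. falciparum. RBC culture at 2% hematocrit, 0.1% parasitemia final, 37 C/5% CO2; decreased signal taken as growth inhibition.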
Sm TGR block: qHTS Assay for the Inhibitors of Schistosoma Mansoni Peroxiredoxins. Schistosoma mansoni thioredoxin glutathione reductase (TGR), Q962Y6. purified TGR, DTNB reduction, TNB absorbance 405 nm. Potency, µM (series often up to 114 µM), for inactives: at the top dose activity change, negative = inhibition, hits mostly inhibitors. 360,000 compounds, 3% hits; also: potency is read from the fitted curve at half-maximal effect; % is scaled to controls: 0 for no effect and ±100 for the full control effect; nearly all actives have a fitted effect of over 60% in size
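TGR 20 nM + NADPH 100 uM (dispensed conc.), cpd preinc 15 min RT; start with NADPH (500 uM addition) then DTNB (15 mM addition). Kinetic TNB absorbance, 405 nm filter. Four-parameter Hill fit across titration.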
Shiga toxin inh: A qHTS for Small Molecule Inhibitors of Shiga Toxin. Vero cells, Shiga toxin protein synthesis inhibition reporter. inhibition, % at 38.7 µM. 290,000 compounds, 9.2% hits. AID 2315, 2010; in the data active = inhibition mostly above about 28%, no sharp cut-off; inactive = mostly below about 43%; also: 0% is about no effect
Pf growth 96h: Primary qHTS for delayed death inhibitors of the malarial parasite plastid, 96 hour incubation. 320,000 compounds, 6.9% hits. Potency, µM (highest dose often 28.7 µM), inactives show at the top dose activity change, negative = inhibition, actives largely listed as inhibitors. P. falciparum luciferase reporter growth, 96 h; also: potency is read from the fitted curve at half-maximal effect; % is scaled to controls: 0 for no effect and ±100 for the full control effect
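96 h incubation, 37 C, 5% CO2, of luciferase-reporter P. falciparum-infected RBCs (2% hematocrit, 0.05% parasitemia final) with test compounds; endpoint luminescence.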
FBPA Giardia inh: qHTS Assay for Inhibitors of Fructose-1,6-bisphosphate Aldolase from Giardia Lamblia; A8B2U2; purified Giardia FBPA; Potency, µM (titrated, usually from 59.6 µM), for the others: at the top dose activity, negative = inhibition, hits mostly inhibitors; 290,000 compounds, 0.71% hits; AID 2451, 2010; also: potency is read from the fitted curve at half-maximal effect; % is scaled to controls: 0 for no effect and ±100 for the full control effect; nearly all actives have a fitted effect of over 55% in size
Target sequence (A8B2U2 whole entry, looked up): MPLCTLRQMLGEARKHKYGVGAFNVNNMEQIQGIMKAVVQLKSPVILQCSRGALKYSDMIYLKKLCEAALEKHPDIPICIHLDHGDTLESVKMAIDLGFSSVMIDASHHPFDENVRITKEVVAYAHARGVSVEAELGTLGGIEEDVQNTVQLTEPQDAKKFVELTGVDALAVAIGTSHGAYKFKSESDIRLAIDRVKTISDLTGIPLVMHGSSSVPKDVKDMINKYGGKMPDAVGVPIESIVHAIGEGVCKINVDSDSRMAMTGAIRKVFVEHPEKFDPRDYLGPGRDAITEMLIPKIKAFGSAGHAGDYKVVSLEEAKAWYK
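40 nM FBPA preincubated 10 min at RT with compound (up to 57.5 uM final), then substrate plus GAPDH/TPI/NAD/arsenate coupling and diaphorase/resazurin added. Fluorescence read after 20 min at RT, 525/598 nm.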
* = called active by the depositor; ? = inconclusive; . = no result given; & = joins results of further samples; [ ] = dose if it differs, or a comment. Unless noted, calls follow the shape of the dose curve; as a rule, active = well fitted curve in the direction sought with a large enough effect; inconclusive = small, poorly fitted or top-dose-only effect, or another doubt; inactive = no such curve, though single readings can be large; an effect the other way counts as inactive or inconclusive.

cpd	Molecule	CHX counter	Pf growth 48h	Sm TGR block	Shiga toxin inh	Pf growth 96h	FBPA Giardia inh
1	CCOC(=O)C(=CNc1nc(-c2ccccc2)c(C(=O)Nc2ccc(-c3ccccc3)cc2)s1)C(=O)OCC	-8	?	-2%	6	15µM*	.
2	COc1ccc(NC(=O)c2ccco2)cc1NC(=O)c1ccc(C#N)cc1F	1	2%	-31%&22%	-2	?	.
3	NP(=O)(OCCCCc1ccccc1)Oc1ccccc1Cl (stereo not drawn)	-4	-5%	23%	0	-10%	-6%
4	COc1ccc(-c2cn(Cc3ccc4c(c3)C(=O)c3ccccc3C4=O)nn2)cc1	6	?	-3%	14	9%	-4%
5	CC(=O)c1ccc(NC(=O)CCNS(=O)(=O)c2cc(Br)cnc2N)cc1	-7	5%	-8%	-8	20%	.
6	Cc1ccc(S(=O)(=O)CCC(=O)N2CCc3ccccc32)cc1	21	17%	-23%	42	.	-5%
7	COc1cc2c(cc1OC)C(C1C(=O)CC(C)(C)CC1=O)N(C(=O)CCl)CC2 (stereo not drawn)	-3	34%[activator]	?	-13	-20%	-3%
8	Cc1ccccc1Nc1nc(=O)c2cc([N+](=O)[O-])ccc2s1	0	-11%	-4%	18	?	-2%
9	Cc1ccn2c(NCc3ccc4c(c3)OCO4)c(-c3ccc(O)cc3)nc2c1	5	.	-20%	-10	?	1%
10	COc1ccc(CNC(=O)c2c(F)c(F)c(F)c(F)c2F)cc1	-2	-14%	5%	-28	?	13%
11	Cc1ccc(P(C)(=O)c2ccc(C)cc2)cc1	-2	.	1%	-19	?	4%
12	CC(C)NC(=S)NC(=O)/C=C/c1cccc2ccccc12	0	-5%	-31%	-9	13%	-4%
13	Cc1nonc1OC(C)CNCCNc1ccc([N+](=O)[O-])cc1 (stereo not drawn)	-1	-16%	-1%	-4	?	-4%
14	CC(C)=CCN1CCN(Cc2cc3ccccc3[nH]2)CC1CCO (stereo not drawn)	-4	3%	4%	1	?	7%
15	COc1cccc(NC(=S)N2c3ccccc3CC2C)c1 (stereo not drawn)	19*	10%	0%	31	?	-16%
16	COc1ccccc1NS(=O)(=O)c1ccc(N2CCOCC2)c(NC(=O)c2ccco2)c1	-1	-27%	-3%	-9	?	2%
17	CC(C)(C)NC(=O)CN(Cc1cccs1)C(=O)CN1C(=O)C(=O)c2ccccc21	-5	14%	-2%	-1	-28%	-14%
18	O=C(CCN1CCc2ccccc2C1)Nc1ccc(F)cc1	2	-13%	13%	-7	.	?
19	CC(C)(C)n1nc2c(c1NC(=O)Cc1cccs1)CSC2	-7	.	-23%	3	21%	3%
20	Cc1nc(N2CCOCC2)c(C#N)c2c1COC(C)(C)C2	0	-1%	1%	2	5%	5%
21	CCC1CCCCN1CCCNC(=O)Cn1nc(-c2ccc(C)cc2)ccc1=O (stereo not drawn)	-1	-7%	7%	-9	9%	-1%
22	O=C(Nc1ccc(OC(F)(F)F)cc1)c1[nH]ncc1[N+](=O)[O-]	43*	68%[activator]	-10%	78*	?	8%
23	CC(=O)c1c(OC(=O)c2ccccc2)c2ccccc2n1C	-1	?	1%	-10	-13%	2%
24	COC(=O)/C(C#N)=C/c1c(Oc2cccc(C)c2C)nc2ccccn2c1=O	-1	12%	-16%	-6	8%	-2%
25	CCOC(=O)C1=C(CS(=O)(=O)c2ccccc2)NC(=O)NC1c1ccc(O)c(OC)c1 (stereo not drawn)	-4	19%	3%	18	19%	1%
26	CCC1=NN2C(=N)/C(=C\c3cccn3-c3ccc(Cl)cc3)C(=O)N=C2S1	-4	-6%	-12%	4	?	8%
27	Brc1ccc(Oc2nsnc2N2CCOCC2)cc1	12	-29%	-2%	3	2%	-7%
28	O=C(NCc1cccnc1)c1cccc(S(=O)(=O)Nc2cccc(Cl)c2)c1	.	?	0%	.	?	.
29	COc1ccc(C(=O)C[n+]2ccc(-c3nnc4n3CCC4)cc2)cc1	-8	?	-1%	-12	?	-22%
30	CC(C)CN1CCN(CC#Cc2ccccc2)CC1CCO (stereo not drawn)	6	28%	-30%	22	12µM*	0%
31	N#CC1=C(N)Oc2c(ccc3ccccc23)C1c1cccs1 (stereo not drawn)	23*	.	35µM*	48*	8.3µM*	?
32	COc1ccc(Nc2nc(S(=O)(=O)c3ccc(C)cc3)c(Cl)s2)cc1	-2	19%	5%	12	?	0%
33	COc1ccc(C(=O)c2c[nH]c(C(=O)NCc3ccco3)c2)cc1	10	61%[activator]	-2%	20	73%[activator]	4%
34	O=C(NCCN1CCOCC1)c1cc(-c2ccc(Cl)cc2)on1	-1	11%	19%	24	-30%	4%
35	Nc1nc(-c2ccco2)nn1S(=O)(=O)c1ccc(Cl)cc1	-1	9%	-26%	-15	3%	-1%
36	COc1ccccc1NS(=O)(=O)c1cc(C(=O)N2CCN(C/C=C/c3ccccc3)CC2)ccc1C	-4	11%	35µM*	-20	-15%	.
37	CC1Nc2ncnc(N3CCc4ccccc4C3)c2N(Cc2ccc(Br)cc2)C1=O (stereo not drawn)	.	2.1µM*	-14%	.	6.6µM*	.
38	Nc1ccc(S(=O)(=O)Nc2nccc(/C=C/c3ccc(Br)s3)n2)cc1	1	20%	8%	3	-1%	1%
39	Cc1ccc(C)c(OCC(=O)Nc2c[nH]c(=O)[nH]c2=O)c1	-2	25%	1%	-12	-10%	1%
40	COc1ccccc1/C=C/C(=O)OCCCN(C)C	9	23%	-9%	-8	-11%	1%
41	COc1ccc(NC(=O)Nc2ccc(N3CCCC3=O)cc2)cc1OC	-4	4%	0%	-4	-19%	-15%
42	CC(C)(C)c1[nH]c2ccccc2c1/C=N/O	1	.	2%	-10	-7%	-6%
43	COC(=O)c1cn(NC(=O)c2cc(OC)c(OC)c(OC)c2)c(=O)c2ccccc12	-1	4%	7%	29	3.3µM*	4%
44	CCC/C(O)=C1\C(=O)CCCC1=NCCCCCC(=O)O	5	7%	11%	-18	.	1%
45	COc1ccc(CNC(=O)c2cc(=O)c3c(C)cc(C)cc3o2)cc1	10	10%	6%	-1	10%	-3%
46	Cc1sc(NC(=S)NC(=O)c2ccco2)c(C(N)=O)c1C	26*	0%	-13%	93*	?	-19%
47	OC[C@H]1OC(O)[C@H](O)[C@@H]1O (stereo partly drawn)	.	?	-18%	.	13%	.
48	CCCC(=O)Nc1ccc(NC(=O)Cc2ccccc2)cn1	-1	11%	0%	-8	.	0%
49	NC(=O)C1CCN(C(=O)CCSCc2ccccc2)CC1	24*	?	-22%	7	?	-6%
50	Cc1cc(Nc2ccccc2C(=O)O)n(-c2cccc(Cl)c2)n1	1	27%	-1%	21	57%	2%

Remaining list, next part:
Results follow in this order: CHX counter, Pf growth 48h, Sm TGR block, Shiga toxin inh, Pf growth 96h, FBPA Giardia inh
51	COc1ccc(NC(=O)CC2C(=O)N(Cc3cccs3)C(=S)N2C(C)C)cc1 (stereo not drawn)
    13, 2.6µM*, -1%, 18, 29%[5.75 µM], -2%
52	CC(C)Cn1c(S(=O)(=O)O)nc2ccccc21
    8, ?, 0%, -1, 0%, -11%
53	Nc1cccc2c3c(oc12)CCCC3
    9.4*, 54%[activator], 5%, 11, 2%, ?
54	O=C(c1ccc([N+](=O)[O-])cc1)N1CCSC1c1ccc(Br)cc1 (stereo not drawn)
    5, -24%, 3%, -3, 2%, -2%
55	NC(=O)Nn1c(CCC(=O)O)ccc1-c1ccc(Cl)cc1
    -3, 1%, -32%, -12, 49%[activator], 2%
56	CC1CCc2nn(CC(=O)NCc3ccco3)cc2C1 (stereo not drawn)
    2, 9%, -1%, 11, 18%, 6%
57	Cc1ccc(SCC(=O)OCC(=O)N(C)CC(=O)Nc2ccccc2Cl)cc1C
    -1, 28%, -23%, -11, 37%[activator], .
58	COc1ccccc1NC(=S)N(CCc1ccc(OC)c(OC)c1)Cc1ccccn1
    -6, ?, 4%, 15, -28%, -11%
59	CCc1ccc(NC(=O)Nc2cc(C(=O)O)ccc2N2CC3CC(C2)c2cccc(=O)n2C3)cc1 (stereo not drawn)
    14, 13%, 5%, 23, -24%, -12%
60	Cc1ccc(C)c(S(=O)(=O)N2CCN(C(=O)Cc3ccsc3)CC2)c1
    -2, ?, 0%, 16, -8%, 1%
61	Cc1cc(S(=O)(=O)N2CCN(c3ccc(F)cc3)CC2)c(C)s1
    -2, ., -15%, -6, ?, -1%
62	Cc1ccc(C(=O)N/C(=C\c2cccc([N+](=O)[O-])c2)C(=O)NC(Cc2ccccc2)C(=O)O)cc1 (stereo not drawn)
    1, 27%, 41%[activator], -26, 4%, .
63	CCc1c(C)sc(NC(=S)N2CCN(CC)CC2)c1C(=O)OC
    1, -22%, 4%, -2, 13%, -11%
64	C(=C\c1ccccc1)/CSc1nnc(-c2cccnc2)o1
    1, 4%, -1%, -4, ?, 1%
65	CC1(C)Cc2c(cnn2-c2ccc(F)cc2)C(NC(=O)CN2CCCC2=O)C1 (stereo not drawn)
    16, ?, -11%, 15, 36%[activator], .
66	COc1cc(C2SCCS2)cc(Br)c1Oc1ncccc1[N+](=O)[O-]
    2, -1%, 14%, -8, ?, -27%
67	Cc1ccc2nc3n(c(=O)c2c1)-c1ccc(Cl)cc1C(=O)NC3Cc1ccccc1 (stereo not drawn)
    ., -13%, -10%, ., 9%, .
68	Cc1cccc(N2C(=S)NC3c4cc(Cl)ccc4OC2(C)C3C(=O)N(C)C)c1 (stereo not drawn)
    -2, -21%, -1%, -7, 40%[activator], -3%
69	COc1ccc(C(CC(=O)N2CCCC(C)C2)c2c(OC)cc(OC)c3ccc(=O)oc23)cc1 (stereo not drawn)
    5&-2, 12µM*, -12%, -9&-7, ?, -5%&-4%
70	O=C(O)CCCC(=O)Nc1ccccc1-n1ccnc1
    -4, -2%, 0%, -3, 9%, -3%

Compounds shown so far that contain a cyano group, in the order listed:
Results follow in this order: CHX counter, Pf growth 48h, Sm TGR block, Shiga toxin inh, Pf growth 96h, FBPA Giardia inh
2	COc1ccc(NC(=O)c2ccco2)cc1NC(=O)c1ccc(C#N)cc1F
    1, 2%, -31%&22%, -2, ?, .
20	Cc1nc(N2CCOCC2)c(C#N)c2c1COC(C)(C)C2
    0, -1%, 1%, 2, 5%, 5%
24	COC(=O)/C(C#N)=C/c1c(Oc2cccc(C)c2C)nc2ccccn2c1=O
    -1, 12%, -16%, -6, 8%, -2%
31	N#CC1=C(N)Oc2c(ccc3ccccc23)C1c1cccs1 (stereo not drawn)
    23*, ., 35µM*, 48*, 8.3µM*, ?

Next section:
Results follow in this order: CHX counter, Pf growth 48h, Sm TGR block, Shiga toxin inh, Pf growth 96h, FBPA Giardia inh
71	O=[N+]([O-])c1ccc(/C=[N+](\[O-])CCO)o1
    10, ?, ?, -6, ?, -28%
72	Cc1ccc(-c2nc(C)sc2CC(=O)OCC(=O)Nc2cccc([N+](=O)[O-])c2)cc1
    12, 19%, -8%, -12, 41%[activator], -2%
73	COc1ccc(OC)c(NC(=O)c2oc3c(c2C)C(O)CC(C)(C)C3)c1 (stereo not drawn)
    2, ?, 0%, -6, -1%, 9%
74	Cn1cccc1-c1nc2ccc(NC(=O)c3cccs3)cc2[nH]1
    26*, 1%, -24%, 62, 12µM*, -11%
75	Cc1cc(C)nc(NC(=O)CSc2nnnn2-c2ccccc2)n1
    19, ., 5%, 32, ., 2%
76	Cc1nc2oc3c(=O)[nH]cnc3c2c2c1COC(C)(C)C2
    1, ?, 2%, -14, ?, -1%
